# TIM10 inh = growth inhibitors of isogenic TIM10 control yeast, primary screen, counter-screen for tim10-1 yeast inhibitor project, luminescence, uHTS; inhibition, % at 10 µM; 1.4% of 330,000 active; AID 463195, 2010; S. cerevisiae TIM10 strain growth, BacTiter-Glo luminescence, 24 h;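 active means inhibition of 40% or more at the single tested concentration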;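 further: wild-type TIM10 isogenic control strain grown at permissive 25 °C; 0% = DMSO yeast wells and 100% = minimal medium wells without yeast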
# XBP1 UPR activ = activators of adaptive XBP1 UPR arm, primary screen, cell-based, CHO-XBP1 luciferase reporter, luminescence, uHTS. IRE1-XBP1 UPR activation; percent of tunicamycin response, DMSO as zero. activation, % at 20 µM. 0.33% of 330,000 active. AID 463104, 2010;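 active means versus positive control, 20 µM dose yields 30% or more activation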;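 further: 100% = tunicamycin at 10 µg/mL and 0% = DMSO only wells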
#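 incubation = overnight seeding at 37 °C, 6 h compound treatment at 37 °C | assay system = CHO-XBP1 cells stably carrying IRE1-XBP1-driven luciferase reporter | input = 1000 cells per well | detection = luciferase luminescence | dosing = single point, 20 µM final compound, 1% DMSO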
# tim10-1 inh = growth inhibitors of tim10-1 mutant yeast, primary screen, luminescence, uHTS | 2.2% of 330,000 active | S. cerevisiae tim10-1 ts strain growth, BacTiter-Glo, 24 h | AID 463190, 2010 | inhibition, % at 20 µM;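 active means inhibition of at least 40%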;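 further: mutant grown at 25 °C; 0% = DMSO wells with yeast and 100% = wells holding no yeast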
# APJ agonist = agonists of human apelin receptor APJ, primary screen, CHO-K1 cells, PathHunter beta-arrestin, luminescence; P35414; 0% DMSO wells, 100% apelin; activation, % at 20 µM; 0.11% of 330,000 active;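 active means activation more than six SD over the plate average, tested at 20 µM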;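 further: 0% = DMSO alone and 100% = apelin-13 at 10 nM; some results filed as inactive read as strong as hits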
# Target sequence (P35414 whole entry, looked up): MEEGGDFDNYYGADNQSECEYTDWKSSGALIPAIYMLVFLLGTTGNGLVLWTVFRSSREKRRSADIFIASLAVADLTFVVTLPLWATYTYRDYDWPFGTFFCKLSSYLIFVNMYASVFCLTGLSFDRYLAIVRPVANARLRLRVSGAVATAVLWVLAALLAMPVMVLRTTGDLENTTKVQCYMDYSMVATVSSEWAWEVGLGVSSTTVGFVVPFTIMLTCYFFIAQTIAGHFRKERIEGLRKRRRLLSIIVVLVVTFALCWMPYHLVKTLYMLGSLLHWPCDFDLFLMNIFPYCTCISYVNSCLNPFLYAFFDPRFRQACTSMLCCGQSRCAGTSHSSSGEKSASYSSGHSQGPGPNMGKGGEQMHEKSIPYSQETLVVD
#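 system = engineered CHO-K1 APJ arrestin reporter cells | input = 1000 cells per well | timing = overnight seeding, 90 min compound at 25 °C, 1 h detection | measured by = enzyme-fragment complementation luminescence | read-out = beta-arrestin recruitment to APJ as agonist activity, luminescent signal | control set = negative DMSO alone, positive Apelin-13 at 10 nM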
# Mdm2-MdmX inh = inhibitors of human Mdm2-MdmX association, primary screen, cell-based, luminescence, split luciferase, SaOS-2, uHTS. Protein Mdm4 (Homo sapiens) + E3 ubiquitin-protein ligase Mdm2 (Homo sapiens), …. SaOS-2 split-luciferase Mdm2/MdmX complementation. inhibition, % at 8 µM. 3% of 330,000 active. AID 485346, 2010;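 active means inhibition of at least 50% at 8 µM in the primary screen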
# GRIN3A LBD mod = binders of NR3A ligand-binding domain, primary screen, biophysical, differential scanning fluorimetry, uHTS; Glutamate receptor ionotropic, NMDA 3A (GRIN3A) ligand-binding domain; NR3A LBD differential scanning fluorimetry, Tm shift; 0% = protein alone, 100% = glycine-bound protein; Tm shift relative to glycine control, % at 25 µM; 2.5% of 340,000 active; AID 1259313, 2017;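 active means melting temperature shift of at least 10% of the positive control shift, at one fixed dose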
# tim23-1 inh = growth inhibitors of tim23-1 mutant yeast, primary screen, luminescence, uHTS. 1.3% of 330,000 active. S. cerevisiae tim23-1 growth, BacTiter-Glo luminescence, 24 h. inhibition, % at 20 µM;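 active means growth inhibition of the mutant yeast at or above 50%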;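 further: temperature-sensitive mutant grown at 25 °C; plate controls were DMSO-treated mutant yeast for no effect and medium wells lacking yeast for full effect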
# NLRP3 yeast inh = NALP3 inflammasome inhibitors in reconstituted yeast, primary screen, luminescence, uHTS | Yeast reconstituted NLRP3/ASC/caspase-1, beta-gal luminescence, 24 h | inhibition, % at 10 µM | 0.39% of 330,000 active;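 active means inhibition of 50% or more; inactive means inhibition below 50%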;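 further: plate controls were induced DMSO wells for no effect and uninduced yeast grown without galactose for full effect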
# CHOP UPR activ = activators of apoptotic CHOP UPR arm, primary screen, cell-based, CHO-CHOP luciferase reporter, luminescence, uHTS; activation, % at 10 µM; 0.34% of 330,000 active; AID 449763, 2010; UPR activation; percent of tunicamycin response over DMSO baseline;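 active means at 10 µM dose, activation of 40% or more, normalized to positive control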;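 further: 100% = tunicamycin at 10 µg/mL and 0% = DMSO alone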
#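 measured by = luciferase luminescence | assay system = CHO-CHOP cells, stable luciferase reporter of PERK-eIF2a-CHOP signalling | amount = 500 reporter cells seeded per well | timing = 6 h compound exposure at 37 °C after overnight seeding | controls = positive tunicamycin 10 µg/mL, negative DMSO alone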
# The depositor's hits bear a star; / = not tested or not shown. No enrichment for hits; about 8.2% have a hit in one of these screens.
Structure	TIM10 inh	XBP1 UPR activ	tim10-1 inh	APJ agonist	Mdm2-MdmX inh	GRIN3A LBD mod	tim23-1 inh	NLRP3 yeast inh	CHOP UPR activ
Cc1ccc(C)c(N2CCN(C(=O)Cn3c(=O)oc4cc(S(=O)(=O)N5CCCC5)ccc43)CC2)c1	7.3	-0.8	5.9	-3.0	-4.8	1.7	11.6	-3.8	1.3
CCc1cc(=O)oc2cc(C)cc(OCC(=O)NCCc3c[nH]c4ccccc34)c12	-7.7	-3.3	0.5	-0.7	5.3	-0.5	-9.2	-0.9	0.3
CSc1nc(C)nc(C2CC2)c1C#N	-15.3	3.0	-13.5	-4.1	5.0	-0.4	-10.9	-3.0	1.0
CCOC(=O)c1ccc(NC(=O)c2ccccc2N(C)S(=O)(=O)c2ccccc2)cc1	5.4	1.0	13.3	3.1	-15.4	-22.2	33.1	14.2	3.0
O=C(c1ccccc1C(=O)N1CCN(c2ccccc2F)CC1)N1CCN(c2ccccc2F)CC1	33.4	-6.2	26.1	-2.0	29.0	-0.7	21.3	24.6	-0.2
COC(=O)c1sc(NC(=O)C2c3ccccc3Oc3ccccc32)c(C(=O)OC)c1C	17.9	-2.0	25.2	-1.5	9.3	-1.9	23.1	-9.2	6.1
COc1ccc(OCC(=O)NS(=O)(=O)c2ccccc2)cc1	3.5	-1.2	-16.9	-0.8	-10.1	0.5	2.5	8.6	1.1
CCOc1ccc(C(=O)CN2CCN(S(=O)(=O)c3ccc(Cl)cc3)CC2)cc1	10.8	-4.3	37.9	2.9	-6.4	-7.0	35.9	7.0	0.5
CCCOc1ccc(/C=C/C(=O)O)cc1OC	2.6	2.9	-2.2	-2.8	10.3	3.7	4.3	13.7	0.5
Cc1cccc(N2CCN(Cc3nc(-c4ccc(F)cc4F)oc3C)CC2)n1	6.2	-1.0	9.6	-4.3	-8.9	-3.7	22.1	26.4	1.1
Cc1nn(C)c(C)c1CN(C)C(=O)C1c2ccccc2Oc2ccccc21	16.5	-0.9	20.4	0.4	-11.3	-2.0	16.6	3.8	1.8
COC(=O)c1ccc(-n2c(C)ccc2-c2ccccc2)cc1	2.4	1.5	1.5	-2.7	11.9	0.0	3.2	8.1	0.1
COc1ccc(/C=C/C(=O)NC(=S)NCCc2ccc(OC)c(OC)c2)cc1	18.2	69.3*	20.1	-3.6	31.3	9.0	19.9	12.0	-0.7
N#Cc1c(NC(=O)CN2CCCCC2)sc2c1CCC2	-10.2	0.8	-2.8	-1.2	11.2	-2.6	0.1	8.9	2.3
COc1ccccc1-n1c(Cc2cccs2)n[nH]c1=S	13.5	-1.4	21.5	-1.9	-1.6	-12.3	5.6	8.3	2.4
O=C(Nc1nnc(-c2ccc(Cl)cc2)o1)c1ccc(N2C(=O)CCC2=O)cc1	-11.4	3.3	25.6	-1.6	1.8	0.0	3.1	-1.9	-1.4
Cc1cccc(-c2nc(CSCC(=O)N3CCN(c4ccccn4)CC3)c(C)o2)c1	26.5	1.6	29.9	-1.4	12.2	0.2	33.6	17.7	-3.3
CCOc1cc(/C=N/Nc2cc(C)nc(-n3nc(C)cc3C)n2)ccc1O	-4.4	48.3*	12.8	-15.5	73.5*	1.7	4.8	76.7*	86.0*
CN(C)CC(O)COc1ccc(-c2ccc(C#N)cc2)cc1 (stereo not given)	-13.9	-0.4	3.1	-0.7	-13.2	/	-1.0	-1.5	-0.9
Cc1cccc(C)c1NC(=O)c1cc2c(=O)c3ccccc3oc2nc1C(F)(F)F	17.5	-2.6	25.6	-1.9	45.6	-0.8	19.2	20.0	-1.1
CN(C)Cc1nc2c(c(=O)[nH]1)C1(CCCCC1)Cc1ccccc1-2	44.4*	-2.3	48.9*	-5.1	27.5	-0.9	21.9	-2.1	-0.4
CC1(C)CC(=O)c2cc(C(=O)Nn3cnnc3)c(=O)n(-c3ccccc3)c2C1	-3.7	2.6	5.1	-3.3	3.2	-0.2	9.4	-6.4	-1.3
O=S(=O)(NCC1CC1)c1ccc(F)c(Cl)c1	0.6	0.0	8.2	-4.9	0.4	0.6	-2.3	-11.6	-0.7
COc1ccc(-n2ncc3c2CC(C)(C)CC3NC(=O)c2oc(C)cc2C)cc1 (stereo not given)	13.7	-6.2	44.2*	-1.9	20.8	-6.3	36.3	-4.6	-1.9
COc1ccc(C(=O)NC(=S)Nc2ccccc2[N+](=O)[O-])cc1OC	-15.5	1.8	-11.9	-1.4	17.1	8.7	-14.4	14.9	-0.4

# (more compounds)
Structure	TIM10 inh	XBP1 UPR activ	tim10-1 inh	APJ agonist	Mdm2-MdmX inh	GRIN3A LBD mod	tim23-1 inh	NLRP3 yeast inh	CHOP UPR activ
Cc1ccc(C)c(N2CCN(S(=O)(=O)c3ccc4c(c3)OCCO4)CC2)c1	30.1	-8.6	27.4	-3.1	30.6	0.7	38.4	16.6	-0.7
CCCCCc1ccc(C(=O)CCCC)c(=S)[nH]1	29.2	1.7	19.3	-5.4	11.9	-2.3	33.0	25.1	2.8
COC(=O)c1ccc(OC(=O)c2cccnc2)cc1	3.9	-2.0	6.6	-0.3	15.3	0.2	13.6	5.5	-1.6
COc1cc(OC)c(OC)cc1/C=N/NC(=O)c1ccc(CSc2nc(C)cc(C)n2)cc1	18.7	6.1	12.6	-3.6	-1.3	-3.8	5.3	20.0	1.3
NC1=NC2(CCCCCC2)n2c(nc3ccccc32)N1	1.7	1.2	4.8	0.2	-12.6	-0.9	-1.2	10.8	-2.1
COc1nc(-c2ccccc2)cc(-c2ccccc2)n1	26.2	-0.3	30.2	-1.2	-7.8	1.0	43.8	17.1	1.3
COc1ccccc1C(=O)n1nc(-c2ccccc2)nc1NCc1ccco1	26.2	-3.2	23.3	-4.8	6.4	-0.5	27.5	4.8	2.0
COc1cc(C(=O)NC(C)c2cccc3ccccc23)cc(OC)c1OC (stereo not given)	-6.0	-3.4	-18.2	-1.7	32.1	2.1	2.9	14.9	0.8
CCOC(=O)N1CCN(C(=O)/C=C/c2ccc3c(c2)OCO3)CC1	3.4	-0.5	13.2	-3.8	3.6	0.5	7.8	7.9	-0.1
C=CCOc1ccc(/C=N/NC(C)=O)cc1OCC	-2.6	-2.0	-7.2	-2.5	0.8	0.3	-10.7	9.4	0.8
Cc1ccc(/C=C2/Sc3ccc(C(=O)NCCN4CCOCC4)cc3NC2=O)cc1	8.2	6.0	-5.6	-7.5	28.1	-0.7	9.1	1.3	2.7
COCCN(C(=O)CSc1nnc(-c2cccc(OC)c2)n1C)c1c(N)n(Cc2ccccc2)c(=O)[nH]c1=O	4.1	0.5	8.5	-1.6	-2.5	/	-6.0	-12.8	0.9
Cc1nc2c(-c3ccc(F)cc3)c(C)nn2c(C)c1CCC(=O)Nc1ccccc1F	-1.2	-3.2	8.4	-2.7	21.6	-1.7	9.9	20.1	0.3
COc1ccc(C2=NS(=O)(=O)N(C)C(C(=O)Nc3ccc(C(C)=O)cc3)=C2)cc1OC	-1.9	2.8	18.7	9.3	2.9	-9.3	10.7	-0.2	-2.0
Nc1nonc1-n1nnc(C(=O)N/N=C/c2cccc(Cl)c2)c1CN1CCCC1	1.6	-0.3	9.4	-2.3	17.2	-1.3	6.8	5.6	-2.5
COc1nn(CC(=O)N2N=C(C)CC2(O)C(F)(F)F)cc1[N+](=O)[O-] (stereo not given)	7.3	-0.2	0.8	-0.7	7.5	0.9	-7.0	-0.3	-1.0
COc1ccc(-c2nnc(NC(=O)c3ccc4c(c3)OCCO4)o2)cc1	7.2	-6.1	-1.9	-4.6	15.6	-1.4	-2.8	14.2	-1.6
CC(C)(CO)NC(=O)c1ccc2nc(Cc3cccc(Cl)c3)oc2c1	-6.3	-0.9	5.2	-1.1	-14.7	-3.2	18.2	-3.5	4.0
Cn1cccc1CC(=O)N/N=C/c1cc([N+](=O)[O-])ccc1Cl	4.6	-4.2	12.9	-2.7	19.7	-2.7	18.3	14.5	-0.7
C[C@H]1CN=C(N(C)C)N1CCCC1CCCC1	2.0	-0.6	3.8	6.1	20.3	-0.5	11.0	4.5	-1.5
Cc1nonc1NC(=O)CSc1nc(CCC2CCCC2)nc2ccccc12	-18.0	-1.2	0.3	-3.4	3.3	0.3	0.9	-1.3	0.4
Cc1oc(-c2ccccc2F)nc1CS(=O)CC(=O)NCc1ccc(F)cc1 (stereo not given)	-2.2	-0.8	5.5	-4.5	-1.6	-2.7	20.1	-1.3	2.8
O=C(C1CCC1)N1CCN(S(=O)(=O)c2cccc(F)c2)CC1	-1.2	-0.1	-0.4	-2.0	27.8	3.2	13.8	10.5	-0.5
COc1ccc(-c2csc(NC(=S)NC(=O)c3ccccc3)n2)cc1Br	17.2	0.5	8.8	-6.8	55.5*	39.8*	10.4	16.7	-0.1
COc1ccc2[nH]c3c(c2c1)CCN1C(=O)C(CC(=O)NC/C=C(\C)CCC=C(C)C)C[C@H](C(=O)N2CCOCC2)[C@@]31CCC1CCCC1 (stereo not given in full)	-0.3	47.2*	14.4	/	12.9	0.2	28.3	/	7.6

# (listing goes on)
Structure	TIM10 inh	XBP1 UPR activ	tim10-1 inh	APJ agonist	Mdm2-MdmX inh	GRIN3A LBD mod	tim23-1 inh	NLRP3 yeast inh	CHOP UPR activ
COc1ccccc1NC(=O)Nc1ccnn1C1CCCCC1	4.4	2.7	-0.9	-2.2	0.9	3.8	0.9	9.9	-3.8
COc1ccc(NCc2cc3cc(OC)ccc3[nH]c2=O)cc1	20.9	1.2	-5.0	9.0	1.3	-1.3	8.2	21.2	0.6
COc1ccccc1N1CCN(S(=O)(=O)c2ccc3c(c2)NC(=O)C(C)C(=O)N3)CC1 (stereo not given)	-1.2	1.1	-2.2	-3.5	3.9	-1.2	-12.9	18.8	-1.9
O=C(CC1(O)C(=O)Nc2ccccc21)c1ccc(-n2cnnn2)cc1 (stereo not given)	1.6	1.2	-2.2	-2.9	-26.0	0.2	24.5	3.9	2.1
COc1cc(/C=N/N2CCN(c3ccc(Cl)cc3)CC2)cc(OC)c1OC(C)=O	0.5	-1.5	5.6	-0.8	18.3	-1.0	-10.9	4.1	7.0

# Reprinted from the results shown for reference:
Structure	TIM10 inh	XBP1 UPR activ	tim10-1 inh	APJ agonist	Mdm2-MdmX inh	GRIN3A LBD mod	tim23-1 inh	NLRP3 yeast inh	CHOP UPR activ
Cc1ccc(C)c(N2CCN(C(=O)Cn3c(=O)oc4cc(S(=O)(=O)N5CCCC5)ccc43)CC2)c1	7.3	-0.8	5.9	-3.0	-4.8	1.7	11.6	-3.8	1.3
CCc1cc(=O)oc2cc(C)cc(OCC(=O)NCCc3c[nH]c4ccccc34)c12	-7.7	-3.3	0.5	-0.7	5.3	-0.5	-9.2	-0.9	0.3
CSc1nc(C)nc(C2CC2)c1C#N	-15.3	3.0	-13.5	-4.1	5.0	-0.4	-10.9	-3.0	1.0
